Source: PubChem
VHR inh abs: inhibitors of human VHR1 phosphatase (DUSP3). P51452. recombinant VHR phosphatase, pNPP absorbance. inhibition, % at 13.3 µM. 290,000 tested, 0.52% active; in the data active means inhibition above about 50%; further: some compounds called inactive have numbers as strong as hits
MazEF act: activators of E. coli MazEF toxin-antitoxin RNase; FAM/BHQ RNA-DNA oligo cleavage fluorescence, 5 h; activation, % at 20 µM; 350,000 tested, 0.32% active; in the data active means activation above about 50%
Y pestis TopoI: Y. pestis Topo-I inhibition via cleavage products. Y. pestis Topo-I cleavage product accumulation, plate reader. activity, % at 10 µM. AID 504884. 360,000 tested, 0.064% active; in the data active means activity above about 50%, passing the limit was not always enough; further: inactives centre near 2
SARS 3CLpro inh: SARS-CoV 3CLpro protease inhibition. 290,000 tested, 0.14% active. recombinant SARS-CoV 3CLpro, quenched FRET peptide cleavage. AID 1706. P0C6X7. inhibition, % at 6 µM; in the data active means inhibition above about 12%
CCHFV vOTU inh: CCHFV vOTU protease inhibition; Pep-AMC fluorescence; inhibition, % at 11.5 µM; 370,000 tested, 0.55% active; in the data active means inhibition above about 30%; further: 0% = vehicle wells with enzyme and 100% = no enzyme wells
Rv3671c inh: inhibitors of M. tuberculosis serine protease Rv3671c. AID 2606. 320,000 tested, 0.048% active. P9WHR9. inhibition, % at 5.96 µM; in the data active means inhibition above about 38%;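 further: extracellular domain of Rv3671c used as enzyme; 0% = enzyme with DMSO and 100% = no enzyme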
Vc quorum ag: quorum light induction in luxS cqsA deficient V. cholerae. AID 588436. 350,000 tested, 0.16% active. activation, % at 18.7 µM. V. cholerae BH1578 lux reporter, luminescence, 6 h; in the data active means activation mostly above about 9.7%, no sharp cut-off; further: not every result past the cut was called active; inactives centre near 0; reference of the scale not given here
PrPC surface inh: cell surface PrPC inhibition, primary TR-FRET screen. P04156. TR-FRET read-out. inhibition, % at 13.8 µM. 370,000 tested, 0.43% active; in the data active means inhibition above about 24%; further: 0% = median of the test wells and 100% = reference compound wells
SSB-PriA inh: blocks PriA binding to SSB C-terminal tail. inhibition, % at 33 µM. AlphaScreen SSBct-PriA binding, biotinylated peptide. 430,000 tested, 0.6% active; in the data active means inhibition mostly above about 37%, no sharp cut-off; inactive means mostly below about 20%;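 further: plate controls were negative control peptide for no effect and reference peptide for full effect; strong numbers were not always called active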
TcdB GH inh: inhibitors of Clostridioides difficile toxin B glycohydrolase | P18177 | TcdB glycohydrolase enzymatic assay, plate reader | inhibition, % at 9.99 µM | 350,000 tested, 0.24% active; in the data active means inhibition above about 10%
* hit, by the source's call; i = inactive; . = not tested or not shown; & = joins results of further samples. A portion of the library; rates above refer to the full screens.

#	SMILES	VHR inh abs	MazEF act	Y pestis TopoI	SARS 3CLpro inh	CCHFV vOTU inh	Rv3671c inh	Vc quorum ag	PrPC surface inh	SSB-PriA inh	TcdB GH inh
1	CCN(CC)C(=O)C1=C(C)N(CCCOC)C(=O)C(CC(=O)NC2CCCCC2)C1 (stereo unspecified)	.	-7	0	.	-44	.	i	-12	.	0.4
2	CCc1nc2ccc(C(=O)O)cc2nc1CC	2	1	-2	5	-3	6	-0.1	-3	-2	.
3	CCOc1ccc(/C=C2\SC(=S)N(CCC(=O)Nc3cccc(C(=O)O)c3)C2=O)cc1	18	-18	-8	-1	19	5	i	9	9	0.2
4	O=C(NC1CC1)C1CCC(=O)N1C1CCCC1 (stereo unspecified)	-16	21	3	-2	-9	-2	-4.5	2	1	.
5	Cc1cccc(NC(=S)NCc2ccccc2)c1C	-6	2	1	3	-3	-2	-0.5	2	-6	1.5
6	NC(=O)c1ccccc1NC(=O)CN1CCN(Cc2ccccc2)CC1	-10	9	-2	-1	-11	-8	-1.4	-9	-23	-0.7
7	CCOC(=O)Nc1ccc(NC(=O)c2ccccc2F)cc1	30	3	-1	4	-8	4	-0.2	-2	-3	1.0
8	O=C(CSc1nnc(-c2ccncc2)o1)N1CCc2ccccc2C1	22	2	4	-4	-7	-5	-2.3	-3	-12	0.6

Quoted at random: 2 entries already listed
#	SMILES	VHR inh abs	MazEF act	Y pestis TopoI	SARS 3CLpro inh	CCHFV vOTU inh	Rv3671c inh	Vc quorum ag	PrPC surface inh	SSB-PriA inh	TcdB GH inh
1	CCN(CC)C(=O)C1=C(C)N(CCCOC)C(=O)C(CC(=O)NC2CCCCC2)C1 (stereo unspecified)	.	-7	0	.	-44	.	i	-12	.	0.4
8	O=C(CSc1nnc(-c2ccncc2)o1)N1CCc2ccccc2C1	22	2	4	-4	-7	-5	-2.3	-3	-12	0.6

(further entries)
#	SMILES	VHR inh abs	MazEF act	Y pestis TopoI	SARS 3CLpro inh	CCHFV vOTU inh	Rv3671c inh	Vc quorum ag	PrPC surface inh	SSB-PriA inh	TcdB GH inh
9	CC12C(=O)N(c3cccc4cccnc34)C(=O)C1C1C=CC2C1 (stereo unspecified)	25	11	-3	-4	3	-2	0.4	7	-3	1.2
10	CCN(CCNC(=O)C1CCN(S(=O)(=O)CC)CC1)c1ccccc1	6	-3	-7	0	9	-4	-1.7	-2	1	0.7
11	COc1ccc(C(CNC(=O)c2ccc(C)c(S(=O)(=O)N3CCCCC3)c2)N(C)C)cc1OC (stereo unspecified)	5	1	-6	-4	-12	-2	i	0	-2	0.5
12	Cc1cccn2c(=O)c(C=O)c(Sc3ncccn3)nc12	-3	2	-2	-4	-5	-4	i	0	-3&-9	0.3
13	Nc1nc(SCC(=O)c2c(N)n(Cc3ccccc3)c(=O)[nH]c2=O)n[nH]1	-12	0	0	-5	-2	-11	-0.8	16	-12	0.7
14	Cc1csc(=O)n1CC(=O)OCC(=O)Nc1ccc(F)c(F)c1F	.	-1	2	.	0	.	0.3	3	.	1.1
15	O=C(c1ccco1)n1nc(-c2ccccc2)nc1NCc1ccco1	-12	9	-1	-2	2	2	-0.3	3	-4	.
16	CC(C)[C@H](NC(=O)[C@@H]1Cc2ccccc2CN1C(=O)OC(C)(C)C)C(=O)NCc1ccco1	12	1	9	-1	13	1	-0.1	1	4	0.1

As entered above:
Nc1nc(SCC(=O)c2c(N)n(Cc3ccccc3)c(=O)[nH]c2=O)n[nH]1 in SARS 3CLpro inh is listed with -5
Cc1csc(=O)n1CC(=O)OCC(=O)Nc1ccc(F)c(F)c1F in Y pestis TopoI is listed with 2
CC12C(=O)N(c3cccc4cccnc34)C(=O)C1C1C=CC2C1 (stereo unspecified) in CCHFV vOTU inh is listed with 3

Following part:
#	SMILES	VHR inh abs	MazEF act	Y pestis TopoI	SARS 3CLpro inh	CCHFV vOTU inh	Rv3671c inh	Vc quorum ag	PrPC surface inh	SSB-PriA inh	TcdB GH inh
17	C=CCn1cc([N+](=O)[O-])nc1C	2	-5	0	6	4	-2	-0.3	2	-7	.
18	O=C(c1ccc2c(c1)OCO2)C1CCCN(Cc2cccn2-c2cccnc2)C1 (stereo unspecified)	39	8	31	3	-17	2	-0.2	-17	-1	0.3
19	Cc1cc(C(=O)CCl)c(C)n1-c1cccc(S(=O)(=O)N2CCOCC2)c1	-17	5	.	9	16	-5	.	-4	1	0.6
20	CN1C(=O)SC(Nc2ccc(F)cc2)C1=O (stereo unspecified)	-4	2	-1	-1	14	-1	-0.6	11	-4	.
21	O=C(Nc1ccccc1Oc1cccnc1)C1CCCN(C/C=C/c2ccc(F)cc2)C1 (stereo unspecified)	10	2	6	0	7	-1	i	-4	16	1.1
22	CCCNS(=O)(=O)c1ccc(CCC(=O)N2CCCC2)cc1	12	7	1	-8	0	4	i	5	-15	1.2
23	COc1ccc(N2CCN(c3cc(C(=O)Nc4cc(OC)c(OC)c(OC)c4)ncn3)CC2)cc1OC	.	.	-2	.	0	.	-0.3	7	.	0.4
24	COc1cc(C2Nc3cc(Cl)c(S(N)(=O)=O)cc3S(=O)(=O)N2)ccc1OCc1ccccc1 (stereo unspecified)	-14	4	-7	1	6	2	-1.4	0	-7	1.0
25	CCCCn1c(N)c(N(CCC(C)C)C(=O)CSc2nnc3ccccn23)c(=O)[nH]c1=O	28	4	10	1	0	-1	i	-1	1	.
26	CCCNC(=O)c1nn2c(C(F)(F)F)cc(-c3ccccc3)nc2c1Br	-10	13	16	0	-6	-1	-4.3	-11	-4	2.3
27	COc1cccc(-n2c(Cn3nc(C(F)F)cc3C(F)F)n[nH]c2=S)c1	-3	2	-7	5	-4	-7	-2.2	0	7	-0.7
28	Cc1cccc(NC(=O)c2cnn(-c3ccccc3)c2C)c1C	39	-1	4	3	-12	-6	i	0	-1	1.8
29	O=C(COC(=O)C1(c2ccccc2)CCCC1)N1CCNC1=O	.	-6	5	.	7	5	0.4	1	3	-0.1
30	O=C(NNC(=O)c1ccccc1O)c1ccc(Cl)c(S(=O)(=O)N2CCCCC2)c1	.	2	10	.	-6	15	-0.2	4	-1	1.4
31	CCOc1ccc(N(CC(=O)NCCSCc2ccccc2)S(C)(=O)=O)cc1	14	1	5	2	-3	-9	-0.4	-1	-4	0.1
32	Cc1cc(/C=N/NC(=O)c2ccc(O)cc2)c(C)n1C1CC1	10	20	0	3	-8	2	-0.6	-3	.	0.4
33	CCC[C@H]1CC(=O)C=C(c2ccc(OC)cc2)ON1C(=O)OC(C)(C)C	.	0	27	.	8	.	1.1	-6	-20	2.0
34	COc1cc(CN2CCC(CCC(=O)NC3CC3)CC2)cc(Cl)c1OC	18	-2	-7	2	8	1	i	0	0	-0.4
35	Nc1ccc(Oc2ccccc2-c2ccccc2)cc1	.	-16	-2	.	-8	-1	i	1	10	0.5
36	CC(=O)c1ccc(OC(=O)N2CCOCC2)cc1	2	0	0	2	-11	0	0.4	-4	-2	1.4
37	CN(C)CCN1C(=O)C(=O)/C(=C(/O)c2ccc(S(=O)(=O)N3CCOCC3)cc2)C1c1ccccc1 (stereo unspecified)	26	-5	8	.	5	0	1.3	-7	.	-0.7
38	CCOc1ccc(Cn2c3ccc(OC)cc3c3nc4ccccc4nc32)cc1OC	30	-21	8	3	18	1	i	-12	-29	2.1
39	CC(=O)Nc1ccc(OC(F)(F)C(F)C(F)(F)F)c(NC(C)=O)c1 (stereo unspecified)	13	8	12	-2	-3	0	i	8	-10	.
40	Cc1cccc(NC(=S)NNC(=O)c2sccc2C)c1	23	-2	2	-2	2	3	-3.3	20	-7	.
41	Cc1nnc(SCC(=O)NNC(=O)c2ccc(Cl)cc2)n1CC1CCCO1 (stereo unspecified)	0	-1	-10	5	3	6	-2.3	7	3	-6.0
42	CC(NC(=O)Nc1ccc(O)cc1)(C(F)(F)F)C(F)(F)F	18	13	1	3	52*	-18	-1.3	-6	-4	.
43	CCOc1ccc(N2C(=O)/C(=C/c3ccc(C)o3)N(C)C2=S)cc1	-4	53*	-1	3	6	2	-0.2	-1	-2	1.8
44	CCOc1ccc(-n2ccc(=O)c(C(=O)Nc3ccc(S(=O)(=O)N4CCOCC4)cc3)n2)cc1	5	3	-1	3	16	6	-0.3	3	9	0.5
45	CC(C)CCN1CCN(Cc2nc(-c3ccc(F)cc3)cs2)CC1CCO (stereo unspecified)	13	-6	3	-1	-14	1	-0.2	-7	-3	-0.9
46	O=C(N1CCOCC1)N1CCN(CC(O)COc2ccc3ccccc3c2)CC1 (stereo unspecified)	0	7	17	-2	6	1	-3.6	-8	-11	.
47	CSc1ccc(C(=S)N2CCN(CCO)CC2)cc1	3	0	2	0	-10	2	i	-3	-9	.
48	CCCC(=O)N1CCN(c2ccc(NC(=O)c3cc4ccccc4o3)cc2)CC1	5	4	21	-2	9	-8	-0.7	1	-4	.
49	C=C1CCN([C@H](C(=O)NCc2ccccc2)C(C)C)S(=O)(=O)c2ccccc21	14	1	1	.	-2	7	i	2	-5	1.2
50	NNC(=O)COc1cccc(Oc2ccccc2)c1	18	-1	10	-2	-14	5	2.5	6	1	0.1
51	CNS(=O)(=O)c1ccc2c(c1)[nH]c(=S)n2C	.	-19	-5	.	-3	.	-0.5	3	.	0.1
52	Cc1cc(C)c(C(=O)/C=C/c2cccs2)c(=O)[nH]1	22	7	-2	1	3	-1	i	7	-8	0.5
53	O=C(c1ccco1)N1CCN(Cc2cn[nH]c2-c2cccc3ccccc23)CC1	0	6	16	1	-7	4	-3.6	2	4	0.4
54	COc1cccc2cc(C(=O)C3=C(O)C(=O)N(CCN(C)C)C3c3ccc(Cl)cc3)oc12 (stereo unspecified)	39	4	-3	2	-9	7	i	41*	-1	0.3
55	Cc1cc(C)nc(NC2=NCC(=O)N2c2ccc(Cl)cc2)n1	-8	-2	-7	-1	-2	7	-2.6	1	-14	.
56	COc1ccc2c(/C=C/c3cc[n+](C)cc3)c[nH]c2c1	-3	-101	1	-18	11	-4	i	-34	33	-1.5
57	Fc1ccccc1CNC(=S)Nc1cccc(C(F)(F)F)c1	24	5	5	4	13	-18	1.0	-2	-14	0.7
58	Cc1cccc(C(=O)NCCc2ccccc2)c1	18	-1	-3	1	-3	-5	-0.6	2	16	0.4
59	COc1ccc(/C=N/NC(=O)Nc2ccc3nsnc3c2)c(OC)c1	22	12	-2	0	-1	-13	-0.2	-5	.	.
60	COc1ccc(/C=C/C(=O)Nc2ccc(S(=O)(=O)N3CCOCC3)cc2)c(OC)c1	.	-3	4	.	2	-39	-0.3	0	8	1.7
61	CC1(C)Cc2ccccc2-c2nc(NCCCO)n(-c3ccccc3)c(=O)c21	12	4	27	-5	-192	1	0.0	1	4	.
